# Screens as filed in PubChem BioAssay.
# GDH-TPI counter: inhibits GDH-TPI coupling enzymes, artifact for Mtb FBA screen. GDH-TPI coupled enzyme counterscreen, NADH absorbance. inhibition, % at 4.8 µM. 1.2% of 360,000 active. AID 588335; in the data active = inhibition above about 30%;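 note: 0% = DMSO wells and 100% = wells lacking the enzyme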
# BoNT F protease: blocks Botulinum neurotoxin F light chain protease. 0.22% of 360,000 active. inhibition, % at 10 µM. Multiplex microsphere protease cleavage assay, flow cytometry. AID 588497; in the data active = inhibition above about 35%, passing the limit was not always enough; inconclusive = no clear call, values can overlap the other calls; note: plate controls were buffer without enzyme for full effect and enzyme alone for no effect
# BioA inh: blocks M. tuberculosis BioA enzyme activity. purified M. tuberculosis BioA enzyme, plate reader. AID 602481. 0.096% of 360,000 active. inhibition, % at 9.99 µM; in the data active = inhibition above about 40%; inconclusive = no clear call, values can overlap the other calls
# MazF activator: MazEF (E. coli) toxin RNase activation. P0AE70. FAM/BHQ RNA-DNA oligo cleavage fluorescence, 5 h. activation, % at 20 µM. 0.32% of 350,000 active. AID 504720; in the data active = activation above about 50%
# Target sequence (P0AE70 whole entry, looked up): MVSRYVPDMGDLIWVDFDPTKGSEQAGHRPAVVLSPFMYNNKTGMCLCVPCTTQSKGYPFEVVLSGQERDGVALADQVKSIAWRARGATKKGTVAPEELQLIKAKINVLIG
# FadD28 FP inh: inhibitors of Mycobacterium tuberculosis FadD28 bisubstrate binding; FadD28 bisubstrate probe binding, fluorescence polarization; inhibition, % at 12.5 µM; 0.22% of 360,000 active; AID 588549; in the data active = inhibition above about 8.5%, passing the limit was not always enough; inconclusive = no clear call, values can overlap the other calls
# Mtb FBA inh: Mtb fructose-bisphosphate aldolase inhibition. P9WQA3. purified M. tuberculosis FBA, fluorescence read-out. inhibition, % at 1 µM. 2.3% of 360,000 active; in the data active = inhibition above about 27%;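 note: 0% = vehicle and 100% = reference inhibitor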
# Target sequence (P9WQA3 whole entry, looked up): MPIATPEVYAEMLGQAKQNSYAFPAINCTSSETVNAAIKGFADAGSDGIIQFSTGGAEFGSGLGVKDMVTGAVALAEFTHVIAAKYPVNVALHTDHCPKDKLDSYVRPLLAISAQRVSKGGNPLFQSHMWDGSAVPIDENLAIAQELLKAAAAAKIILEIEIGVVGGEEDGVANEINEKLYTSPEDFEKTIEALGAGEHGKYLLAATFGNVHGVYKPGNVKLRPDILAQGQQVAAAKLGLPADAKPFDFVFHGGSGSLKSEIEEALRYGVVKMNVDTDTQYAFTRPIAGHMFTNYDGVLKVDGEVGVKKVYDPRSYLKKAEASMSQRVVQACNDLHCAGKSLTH
# Rv3671c protease: Rv3671c (M. tuberculosis) protease inhibition; P9WHR9; inhibition, % at 5.96 µM; 0.048% of 320,000 active; AID 2606; in the data active = inhibition above about 38%;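 note: extracellular domain of Rv3671c used as enzyme; 0% = enzyme with DMSO and 100% = no enzyme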
# PrPC surface inh: inhibitors of human cell surface prion protein PrPC; TR-FRET read-out; inhibition, % at 13.8 µM; 0.43% of 370,000 active; AID 720596; in the data active = inhibition above about 24%; note: 0% = median of the test wells and 100% = reference compound wells
# UGM FP inh: Mtb UDP-galactopyranose mutase inhibition; P9WIQ1; purified UGM, fluorescence polarization probe displacement; inhibition, % at 10 µM; 0.06% of 320,000 active; AID 504406; in the data active = inhibition above about 10%, passing the limit was not always enough; inconclusive = no clear call, values can overlap the other calls
# Target sequence (P9WIQ1 whole entry, looked up): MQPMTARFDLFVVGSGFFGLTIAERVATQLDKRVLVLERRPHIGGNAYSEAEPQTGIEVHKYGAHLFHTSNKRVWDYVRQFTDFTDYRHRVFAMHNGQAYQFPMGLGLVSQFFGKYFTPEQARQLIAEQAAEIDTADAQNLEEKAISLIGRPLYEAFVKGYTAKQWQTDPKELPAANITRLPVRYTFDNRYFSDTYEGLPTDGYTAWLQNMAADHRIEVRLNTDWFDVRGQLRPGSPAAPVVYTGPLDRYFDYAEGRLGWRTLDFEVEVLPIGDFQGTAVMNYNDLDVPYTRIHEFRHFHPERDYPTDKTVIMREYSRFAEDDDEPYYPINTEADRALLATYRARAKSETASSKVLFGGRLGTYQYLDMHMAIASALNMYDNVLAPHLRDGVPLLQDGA
# An asterisk follows results filed as active; ? = inconclusive; . = no result given.
# Order of results: GDH-TPI counter	BoNT F protease	BioA inh	MazF activator	FadD28 FP inh	Mtb FBA inh	Rv3671c protease	PrPC surface inh	UGM FP inh
CCOC(=O)c1c(NC(=O)Cc2cccs2)sc(C(=O)N2CCCCC2)c1C
  -4	1	2.6	0	-0.6	2	-6	0	0.6
CCOc1ccc(C(=O)NCC(=O)N2CCC3CCCCC3C2)cc1OCC (stereo not given)
  0	11	-4.7	-11	-2.7	5	4	5	-3.5
CN(C(=O)CC1C(=O)NCCN1Cc1cccc(F)c1F)C1CCOCC1 (stereo not given)
  2	2	-0.9	5	-1.8	2	5	4	0.9
CCCCC(CC)C1OCC(CN2CCCCC2)O1 (stereo not given)
  -6	?	.	4	-3.7	3	6	-2	-0.1
O=C(CCN1CCOCC1)NC1CCCN(Cc2ccccc2F)C1 (stereo not given)
  16	0	-3.2	1	-1.0	1	5	-4	1.0
CCc1ccc2[nH]c(O)c(N=NC3=NC(=O)CS3)c2c1
  28	-6	-3.8	3	1.4	0	1	-19	2.4
CCN1C[C@@H]2[C@@H]3C(=O)N(C)C(=O)[C@@H]3[C@](C)(C1=O)N2C(=O)c1ccc(C(C)(C)C)cc1
  -8	-6	-1.4	4	-1.9	3	.	-2	.
CN(C)CCCN(C(=O)CCS(=O)(=O)c1ccccc1)c1nc2cc3c(cc2s1)OCO3
  1	2	-3.5	14	3.0	7	2	10	-0.3
Cc1ccc(C(=O)NC(C(=O)NC2CCCC2)c2ccccc2)cc1 (stereo not given)
  3	0	-1.1	5	-2.1	0	-3	4	-3.7
COCCSc1ccccc1C(=O)Nc1ccc(Br)cc1
  -2	-6	.	0	-4.4	-1	5	-1	2.5
C=CCOc1ccc(C(=O)NC2CCCCC2)cc1
  -1	-12	-0.7	4	0.1	0	5	3	-1.7
CCOc1cc2c(cc1OC)C(NC(=O)c1ccco1)CC2=O (stereo not given)
  7	17	0.1	2	0.3	2	9	1	0.5
CC(C)c1ccc(NC(=O)[C@H](Cc2c[nH]c3ccccc23)NC(=O)[C@@H]2Cc3ccccc3CN2)cc1
  10	-19	-0.5	-15	-1.0	4	-6	2	-0.2
COCCCN(C)C1CCN(C(=O)Nc2ccc(F)cc2)CC1
  3	-6	-2.0	12	-1.6	0	5	-6	1.9
O=S(=O)(Nc1ccc(-n2cccc2)cc1)c1ccc(Cl)cc1Cl
  -2	-16	1.0	2	-5.1	2	-24	-1	0.4
CN(CC(=O)Nc1ccc(F)cc1)C(=O)COC(=O)CNC(=O)c1ccc(Cl)cc1Cl
  7	.	.	2	0.0	0	4	7	-1.9
CCc1sc(C(=O)N2CCN(CC(=O)Nc3cccc(F)c3)CC2)cc1C
  3	0	4.3	4	0.4	1	-23	-4	0.0
CCc1nc(SCC(=O)N2CCCCCC2)c2c(=O)n(C)c(=O)n(C)c2n1
  10	8	2.9	9	-2.3	4	0	2	-0.1
Cn1c(Cl)c(/C=N/OC(=O)C(C)(C)C)c2ccccc21
  -5	-1	.	3	-4.3	-2	-1	7	-5.3
O=C(O)Cn1c(O)c(C2=c3ccccc3=NC2=O)sc1=O
  19	-17	-0.7	-2	.	-4	-8	-31	1.8
NC(=O)C1CCN(C(=O)CCSc2ccc(Cl)cc2)CC1
  2	5	-0.5	8	0.5	4	5	2	-0.5
CCOc1ccc(CCNC(=O)C2CC(=O)N(c3ccc4c(c3)OCCO4)C2)cc1OCC (stereo not given)
  4	-2	.	-2	-0.7	0	-1	0	-0.1
Cc1c(NC(=O)c2nn3c(C(F)(F)F)cc(-c4ccccc4)nc3c2Cl)c(=O)n(-c2ccccc2)n1C
  10	-3	.	5	-2.9	-1	-6	-12	1.9
O=C(O)C(Oc1ccc2cc(-c3ccc(Cl)cc3)c(=O)oc2c1)c1ccccc1 (stereo not given)
  4	?	1.8	3	-0.1	104*	.	-1	-2.6
COc1ccc(CNC(=O)CCS(=O)(=O)c2cccc3nonc23)cc1
  4	14	-3.5	3	-1.4	2	-10	-43	-0.2
c1ccc(-c2nnc(C3CC(c4cccnc4)=NO3)o2)cc1 (stereo not given)
  12	-1	-0.1	1	-1.0	1	8	0	-0.9
COc1cc(C(C)=O)ccc1OC(C)C(=O)Nc1ccc(S(=O)(=O)N2CCCC2)cc1 (stereo not given)
  -2	.	-0.4	8	-3.2	1	5	0	-1.6
Nc1nnc(SCC(=O)OCC(=O)Nc2ccccc2)s1
  1	-6	.	1	-1.0	-2	-12	-2	0.4
CCNC(=O)NC(=O)C(C)OC(=O)c1c(C)nn(Cc2ccccc2Cl)c1Cl (stereo not given)
  8	4	.	3	-0.6	0	-8	0	-3.0
Cc1cc2[nH]c(=O)c(=O)[nH]c2cc1S(=O)(=O)Nc1cccc(C)c1C
  7	0	0.8	13	-8.7	8	0	-4	-0.8
CCOC(=O)c1c(C)c(C(=O)NCc2ccco2)c(C)n1C
  -2	-4	.	-1	-0.3	6	-10	9	0.0
CCOc1ccc(C(=O)O)cc1OC
  11	16	-0.7	11	-0.7	-1	-4	1	0.9
Cn1c(SCC(=O)NCc2cccs2)nnc1-c1ccc(O)cc1
  -1	1	.	2	1.6	-1	-4	0	1.2
CSc1nc(-c2ccccc2)nc(C(C)C)n1
  6	0	-1.4	-2	-2.7	-1	3	-3	-0.8
O=C(Nc1ccc(F)cc1F)c1sccc1SCc1cccc(C(F)(F)F)c1
  0	-14	0.3	-7	-3.1	1	-14	-3	-4.3
CCOC(=O)NN1C(=O)c2ccccc2NC1c1ccccc1F (stereo not given)
  2	-4	-4.7	-8	-1.2	37*	-7	-1	0.5
O=C1CCCc2c1cc(C(=O)NC1CCSC1=O)c(=O)n2-c1ccccc1 (stereo not given)
  19	.	9.5	1	-0.1	7	2	1	0.2
COc1cc(CNc2ccc3[nH]c(=O)[nH]c3c2)ccc1OCc1cccc(C)c1
  9	-21	-2.7	1	-5.4	3	3	-2	0.7
CC(=O)Nc1ccc2nc3ccccc3nc2c1
  10	?	.	-8	0.0	1	-19	-66	1.7
Cc1cc[n+](CC(=O)c2ccc(NC(=O)c3ccccc3)cc2)c2ccccc12
  7	-61	.	15	-6.6	-1	-1	-13	-2.1
CCc1sc(C(=O)NCc2ccco2)cc1C
  1	-6	-0.4	10	-0.8	0	-4	-1	-0.7
CN(Cc1cnn(-c2ccc(F)cc2)c1)C(=O)[C@H]1O[C@@H](n2cnc3c(N)ncnc32)[C@H](O)[C@@H]1O
  .	-9	-0.8	.	1.3	0	.	7	.
COC(=O)c1[nH]c2ccc(F)cc2c1NC(=O)CCN1CCN(Cc2ccc3c(c2)OCO3)CC1
  10	5	0.7	6	-0.8	8	.	-6	.
CCOC(=O)c1cc2sc(C)cc2n1CC(=O)NCCc1ccccc1
  8	4	0.2	-3	0.2	4	10	-2	-1.3
Cn1nnnc1SC(C(=O)Nc1cccc(C(F)(F)F)c1)c1ccccc1 (stereo not given)
  -5	0	1.1	-3	-5.3	-1	-6	1	.
O=C(COc1ccccc1F)NC1CCN(Cc2ccccc2)CC1
  -2	-4	3.1	-1	-2.5	0	-3	-7	-2.7
Cc1ccc(F)c(NC(=O)c2cncn2-c2ccccc2)c1
  -7	6	-1.3	5	0.3	1	5	5	-0.2
O=C(NNS(=O)(=O)c1cccc(Cl)c1)c1cc(-c2ccc(F)cc2)nc2ccccc12
  3	-3	.	4	-5.2	3	-15	-10	1.6
COc1ccc(CNC(=O)c2csc3c2CCCC3)cc1
  1	-6	0.2	6	-1.6	1	-7	4	-2.5
CC(CCc1ccccc1)NC(=O)C1CC1 (stereo not given)
  -4	-2	-2.3	-3	-2.7	-2	-4	6	0.6
O=C1N(Cc2cccnc2)C[C@@H]2C[C@@H](c3ccccc3C#Cc3ccccc3)N3CCC[C@@]123
  -1	0	-0.2	-5	-0.9	1	4	1	-1.6
Cc1ccc(C)c(-c2cc(C(=O)N/N=C/c3cccnc3)c3ccccc3n2)c1
  15	-5	4.9	-9	-7.1	4	-9	-3	-3.6
COc1ccccc1CCC(=O)Nc1ccc(OC)c(S(=O)(=O)N2CCCCC2)c1
  -1	-2	-1.0	5	-1.8	-2	-19	10	-1.9
Cc1ccnn1-c1ccc(C(=O)N2CCCN(S(=O)(=O)c3ccc(F)cc3)CC2)cc1
  -5	8	-0.1	0	-3.7	0	-2	-5	3.0
Cc1ccc(S(=O)(=O)NCCC(=O)NNC(=O)c2ccccc2O)cc1C
  -3	.	-2.5	-1	-2.6	13	7	4	0.6
COCCCN1CN(S(=O)(=O)c2cccs2)c2nc3ccccc3nc21
  25	-8	7.7	5	-3.6	26	-5	4	1.1
CCCCc1nc(NCCN)c(C#N)c2c1CSC(C)(C)C2
  3	-18	.	24	-2.3	5	-2	-4	-1.4
N#CC1=C(S)N(c2ccccc2)C(c2ccc(-c3cccc(Cl)c3)o2)NC1=O (stereo not given)
  10	-2	2.3	6	-2.2	5	15	3	-0.6
CN1CCN(CCOCCOc2c(Cl)cc(Cl)cc2Cl)CC1
  0	11	0.1	-15	-1.2	1	-9	9	-1.4
COc1cccc(-n2nnc3c(=O)n(CC(=O)Nc4ccc(C)cc4)cnc32)c1
  5	-3	.	-33	0.5	-2	-7	5	-2.4

# Compounds from the list above that contain a tert-butyl group (2):
# Order of results: GDH-TPI counter	BoNT F protease	BioA inh	MazF activator	FadD28 FP inh	Mtb FBA inh	Rv3671c protease	PrPC surface inh	UGM FP inh
CCN1C[C@@H]2[C@@H]3C(=O)N(C)C(=O)[C@@H]3[C@](C)(C1=O)N2C(=O)c1ccc(C(C)(C)C)cc1
  -8	-6	-1.4	4	-1.9	3	.	-2	.
Cn1c(Cl)c(/C=N/OC(=O)C(C)(C)C)c2ccccc21
  -5	-1	.	3	-4.3	-2	-1	7	-5.3

# Later entries:
# Order of results: GDH-TPI counter	BoNT F protease	BioA inh	MazF activator	FadD28 FP inh	Mtb FBA inh	Rv3671c protease	PrPC surface inh	UGM FP inh
Cc1cc(S(=O)(=O)N2CCCOC2CNC(=O)C(=O)NCc2cccs2)ccc1F (stereo not given)
  1	4	-0.8	-1	-3.3	3	1	-1	0.5
CCNc1c([N+](=O)[O-])ncn1C
  14	-5	1.6	10	-2.9	1	-2	-1	.
O=C(Nc1nc(-c2ccccc2)c(C(=O)c2ccccc2)s1)c1ccc(S(=O)(=O)N2CCCC2)cc1
  0	-10	-2.0	-3	-1.0	0	-7	-4	-0.4
COc1ccc(NC(=O)CSc2nnc(C)n2Cc2ccccc2)cc1
  0	-10	.	-8	-2.1	0	-8	3	0.9
COc1ccccc1C(=O)COC(=O)CCN=C1NS(=O)(=O)c2ccccc21
  1	2	-0.4	6	-3.9	2	11	2	-0.2
CC[C@H]1C(=O)[C@@H](Cc2ccccc2)[C@@H]2CCN3C(=O)CCC[C@H]1[C@H]23
  6	0	-0.6	3	-3.5	-3	.	5	.
Cc1ncoc1C(=O)NCC1=C(c2cccc3ccccc23)C[C@@H]2CC[C@H]1N2Cc1ccco1
  -2	2	-0.2	7	-0.3	0	.	-6	.
C[C@@H]1CC=C[C@H]2[C@H]1C(=O)N(Cc1ccccc1)[C@H]2c1ccc(-c2ccc(F)cc2)cc1F
  7	3	0.2	-4	-1.8	-1	-13	-1	-1.1
COC(=O)[C@H](C(C)C)n1c(C)c(C(C)=O)c(C(C)=O)c1C
  5	-1	-2.2	2	-1.1	5	-8	3	-0.4
O=C(O)/C(=C/c1ccco1)NC(=O)c1ccccc1
  15	3	0.4	4	1.1	-2	3	-1	0.3
CC1(C)NC(=O)N(CCOCCOc2ccccc2)C1=O
  0	8	-0.6	7	-4.7	-2	3	10	-1.8
O=[N+]([O-])c1cccc2c([As](=O)(O)O)cccc12
  20	-10	-0.9	10	-2.1	2	-6	-4	1.8
Cn1cc(C(CC(=O)O)C(=O)O)c2ccccc21 (stereo not given)
  5	-2	-2.7	3	-2.0	2	0	7	4.8

# Single values from above.
# FadD28 FP inh, Cc1ncoc1C(=O)NCC1=C(c2cccc3ccccc23)C[C@@H]2CC[C@H]1N2Cc1ccco1 is entered as -0.3
# PrPC surface inh, O=[N+]([O-])c1cccc2c([As](=O)(O)O)cccc12 is entered as -4
# BoNT F protease, O=C(O)/C(=C/c1ccco1)NC(=O)c1ccccc1 is entered as 3
# BioA inh, CC1(C)NC(=O)N(CCOCCOc2ccccc2)C1=O is entered as -0.6
# PrPC surface inh, CCNc1c([N+](=O)[O-])ncn1C is entered as -1
